JMJD2C inh = inhibitors of GASC-1 histone demethylase, primary screen, biochemical, fluorescence, DELFIA europium; GST-JMJD2C(1-420) H3K9me3 demethylation; inhibition, % at 2.35 µM; Lysine-specific demethylase 4C (Homo sapiens), Q9H3R0; actives 0.069% (n = 330,000);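 active = more than half of a compound's replicate wells show inhibition beyond 50%, single wells judged on their own value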;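 note: signal counts dimethyl H3K9 product captured on neutravidin plate; 0% = median of DMSO wells and 100% = 0.3 times that DMSO median; strong numbers were not always called active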
TPT1 inh = Candida albicans TPT1 enzyme inhibitors, primary screen, biochemical, fluorescence polarization; tRNA 2'-phosphotransferase TPT1 (Candida albicans SC5314); recombinant caTPT1, FP RNA substrate dephosphorylation; inhibition, % at 5 µM; actives 0.81% (n = 300,000);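 active = inhibition above the mean of all tested compounds plus 3 SD, set per screening campaign, cut at about 24% in these data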;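 note: plate controls were DMSO alone for no effect and ferristatin control at 100 nM for full effect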
procasp3 activ = activators of human procaspase-3 D3A mutant, primary screen, biochemical, absorbance, PC-3 D3A mutant, single concentration; recombinant procaspase-3 D3A, Ac-DEVD-pNA absorbance 405 nm; actives 0.11% (n = 330,000); Caspase-3 (Homo sapiens), P42574; AID 463141, 2010; activation, % at 8.5 µM;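 active = activation above the mean of all tested compounds plus 3 SD, cut at about 21% in these data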;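 note: 0% = DMSO alone and 100% = DMSO wells spiked with extra 5 µM PC-3 D3A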
Target sequence (P42574 whole entry D9A/D28A/D175A): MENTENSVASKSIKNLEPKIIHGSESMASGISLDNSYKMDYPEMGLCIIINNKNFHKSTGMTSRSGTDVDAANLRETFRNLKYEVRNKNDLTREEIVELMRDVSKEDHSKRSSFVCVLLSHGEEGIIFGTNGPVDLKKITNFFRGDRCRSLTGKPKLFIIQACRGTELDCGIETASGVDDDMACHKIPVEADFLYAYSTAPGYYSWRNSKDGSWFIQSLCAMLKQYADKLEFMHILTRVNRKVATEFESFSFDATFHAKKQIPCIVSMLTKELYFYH
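System: Procaspase-3 D3A mutant. Medium: Zinc-free 300 mM NaCl, 50 mM HEPES, 0.01% Triton X-100. Schedule: 1 h preincubation plus 2 h reaction at 25 °C. Measured by: 405 nm absorbance of p-nitroaniline, reads at 0 and 120 min. Read-out: percent activation relative to control range.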
PP5 inh = PP5 phosphatase inhibitors, primary screen, biochemical, fluorescence; Serine/threonine-protein phosphatase 5 (Homo sapiens), P53041; purified PP5c, OMFP substrate fluorescence; inhibition, % at 6.7 µM; actives 0.18% (n = 320,000); AID 1987, 2009;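 active = inhibition above the campaign's mean inhibition across all tested compounds plus 3 SD, cut at about 9.5% in these data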;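 note: 0% = DMSO only and 100% = 100 µM cantharidin control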
Target sequence (P53041 whole entry, looked up): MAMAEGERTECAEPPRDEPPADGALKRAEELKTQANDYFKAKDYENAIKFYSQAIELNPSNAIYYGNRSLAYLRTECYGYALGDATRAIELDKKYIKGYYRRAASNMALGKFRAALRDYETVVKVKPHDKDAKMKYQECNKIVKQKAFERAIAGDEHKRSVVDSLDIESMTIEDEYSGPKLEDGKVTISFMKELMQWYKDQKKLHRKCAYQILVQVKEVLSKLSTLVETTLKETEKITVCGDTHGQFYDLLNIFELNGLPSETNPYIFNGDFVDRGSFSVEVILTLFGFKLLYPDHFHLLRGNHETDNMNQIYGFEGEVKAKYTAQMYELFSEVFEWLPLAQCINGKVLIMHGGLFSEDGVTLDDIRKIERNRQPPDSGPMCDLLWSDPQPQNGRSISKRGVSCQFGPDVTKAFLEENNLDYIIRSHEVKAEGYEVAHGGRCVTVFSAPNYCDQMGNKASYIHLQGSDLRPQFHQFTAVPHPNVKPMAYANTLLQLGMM
PP1 inh = PP1-alpha phosphatase inhibitors, primary screen, counter-screen for PP5 inhibitor project, biochemical, fluorescence, OMFP substrate, single point | Serine/threonine-protein phosphatase PP1-alpha catalytic subunit (Homo sapiens), P62136 | purified PP1alpha | inhibition, % at 6.7 µM | actives 0.9% (n = 320,000);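 active = inhibition above the mean inhibition of all tested compounds plus 3 SD, computed separately for each screening campaign, cut at about 15% in these data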
proCasp7 act = procaspase-7 activators, primary screen, counter-screen for procaspase-3 activator project, biochemical, absorbance, HTS, human | actives 0.093% (n = 330,000) | recombinant procaspase-7, Ac-DEVD-pNA absorbance 405 nm; D23A/D198A/D206A triple mutant, cannot self-cleave; scale: DMSO 0, 5 µM enzyme 100 | Caspase-7 (Homo sapiens), P55210 | activation, % at 8.5 µM;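 active = percent activation above the screen-wide mean plus 3 SD, cut at about 25% in these data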
Target sequence (P55210 whole entry D23A/D198A/D206A): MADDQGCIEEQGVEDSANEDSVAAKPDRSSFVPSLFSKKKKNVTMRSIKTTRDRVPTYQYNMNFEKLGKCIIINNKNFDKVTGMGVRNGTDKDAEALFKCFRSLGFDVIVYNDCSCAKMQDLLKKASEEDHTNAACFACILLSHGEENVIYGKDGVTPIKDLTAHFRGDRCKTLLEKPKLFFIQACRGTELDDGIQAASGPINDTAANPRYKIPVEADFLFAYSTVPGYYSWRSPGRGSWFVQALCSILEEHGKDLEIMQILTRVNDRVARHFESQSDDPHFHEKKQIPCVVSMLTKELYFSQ
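System: Procaspase-7 triple mutant (PC-7 D3A); measure: % activation from two-timepoint absorbance difference, scaled to controls; times: 1 h compound preincubation, 2 h substrate cleavage, 25 °C; also added: Ac-DEVD-pNA substrate, 400 µM as added; measured by: Epi-absorbance of released pNA at 405 nm, two timepoints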
Efflux pump mplx = inhibitors of Candida efflux pumps in yeast, primary screen, S. cerevisiae, Nile Red, multiplex | AID 485275, 2010 | S. cerevisiae Candida pump triplex | actives 0.44% (n = 330,000) | inhibition, % at 10 µM;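 active = plate passing quality check with inhibition over a set limit, or well fluorescence over plate mean plus 4 SD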;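 note: Nile Red retained in pooled yeast measured as flow cytometry median fluorescence; 0% = buffer negative control and 100% = Enniatin B positive control; higher means more Nile Red kept so more efflux inhibition; some compounds called inactive have numbers as strong as hits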
HCV core dimer = inhibitors of HCV core protein dimerization, primary screen, biochemical, TR-FRET, high-throughput. TR-FRET GST/Flag-core106 dimerization, 1536-well. inhibition, % at 5 µM. actives 0.33% (n = 300,000). AID 1899, 2009;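 active = inhibition above the mean of all tested compounds plus 3 SD, set per screening campaign, cut at about 45% in these data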
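Assay system – GST-tagged and Flag-tagged HCV core protein residues 1-106 · Quantity – core106 proteins, GST 13.5 nM and Flag 17 nM · Benchmarks – unlabelled core106 and no-GST-core106 wells · Read-out basis – percent inhibition of core106 dimerization signal · Detection – time-resolved FRET, ex 340 nm, em 617 and 671 nm · Schedule – 4 h at 22.5 °C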
Fh CTSL1 inh = Fasciola hepatica cathepsin L1 inhibitors, primary screen, counter-screen for PFM18AAP inhibitor project, biochemical, QFRET, fluorogenic peptide substrate | recombinant F. hepatica cathepsin L1, Z-Leu-Arg-MCA fluorescence | inhibition, % at 5.96 µM | actives 0.49% (n = 300,000) | AID 1906, 2009;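 active = inhibition above the mean of all tested compounds plus 3 SD, set per screening campaign, cut at about 17% in these data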;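 note: 0% = plate median of test compound wells and 100% = 1 µM Z-Phe-Ala-diazomethylketone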
Numbers without * were called inactive; i = inactive; · = not tested or not shown.

SMILES | JMJD2C inh | TPT1 inh | procasp3 activ | PP5 inh | PP1 inh | proCasp7 act | Efflux pump mplx | HCV core dimer | Fh CTSL1 inh
CCN(CC)C(=O)c1sc(NC(=O)c2cccs2)c(C#N)c1C | -9 | -1 | -6 | 0.3 | -1 | -3 | 0.1 | -3 | 2
CCNc1ccccc1C(=O)O | i | 2 | -3 | 1.9 | -4 | 9 | 0.1 | -2 | -5
COc1ccccc1C(=O)NNC(=O)c1cccc([N+](=O)[O-])c1 | 11 | -1 | -1 | -0.5 | -4 | 8 | -0.1 | 0 | 2
O=C1c2cccnc2C(=O)N1Cc1ccc(S(=O)(=O)N2CCOc3ccc(Cl)cc32)cc1 | 0 | 4 | 7 | 1.6 | 9 | -7 | 0.1 | 18 | 1
CC1CCN(CCCNC(=O)c2cn(C)c3ccc(S(=O)(=O)N4CCCC4)cc3c2=O)CC1 | 1 | 0 | -1 | -1.1 | -2 | -2 | 0.0 | 2 | 0
O=C(CSC1=NCCS1)Nc1ccc(F)cc1 | 0 | -1 | 0 | -1.5 | -4 | 4 | 0.1 | 0 | 3
Cc1ccc(NC(=O)C(C)c2ccc([N+](=O)[O-])cc2)cc1Cl (stereo not given) | 2 | 0 | 2 | 4.6 | 0 | -7 | 0.1 | -3 | -4
CC(=O)Nc1cc2nc(C)n(Cc3ccc([N+](=O)[O-])cc3)c2nc1C | -6 | 0 | 5 | 2.9 | 0 | 8 | 0.0 | 5 | -1
CCN(CC)CCNC(=O)c1cc(-c2cccnc2)nc2ccc(S(=O)(=O)N3CCC(C)CC3)cc12 | 5 | 1 | 7 | 1.0 | 3 | -6 | -0.6 | -7 | 4
COc1cc(C(=O)NC(C)c2cccc3ccccc23)cc(OC)c1OC (stereo not given) | 13 | -1 | -2 | 2.3 | 0 | -3 | -0.1 | 3 | 1
COc1ccc(Oc2nc(SC)nc3ccsc23)cc1 | 5 | -3 | 2 | 1.8 | 0 | -4 | 0.0 | -1 | 1
Cc1ccccc1NC(=O)CCS(=O)(=O)c1cccc2nonc12 | 37 | -6 | 4 | -0.4 | 0 | -10 | 0.1 | -19 | 7
COc1cccc(-c2cc(C(F)(F)F)nc(N3CCCCC3)n2)c1 | -7 | 3 | 6 | -1.6 | -2 | -1 | -0.1 | -1 | -1
COc1ccc(NC(=O)Cn2nnc(C(=O)NCc3cccs3)c2N)cc1Cl | -1 | -3 | 1 | 0.3 | 4 | 5 | -0.1 | -3 | -2
O=C(C1CC1)N1CCN(C(c2ccccc2)c2ccccc2)CC1 | 8 | -2 | 0 | 1.0 | 1 | -3 | 0.1 | 5 | -1
Cc1ccc(NC(=O)CCNS(=O)(=O)c2cccs2)cc1F | -2 | -1 | 0 | -0.6 | -3 | -3 | -0.4 | 0 | 0
O=Cc1ccc(-c2ccc(F)cc2)o1 | 1 | 2 | -2 | -0.9 | 0 | -1 | -0.1 | 1 | 0
CCOc1cc(C)c(Cl)cc1S(=O)(=O)N(CC)CC | -8 | -1 | -5 | 3.7 | 2 | -11 | 0.2 | -1 | -2
COc1ccc(-c2cc(C(=O)Nc3cc(OC)cc(C(=O)Nc4cccc(C(F)(F)F)c4)c3)[nH]n2)cc1 | 0 | 1 | 6 | 4.2 | 4 | 1 | -0.1 | 2 | 0
COc1ccc(/C=C(/NC(=O)c2ccccc2)C(=O)N2CCCCC2)cc1 | -1 | -5 | 3 | -2.9 | 0 | 3 | 0.1 | -6 | -6
C#CCOCCOCCOCCNc1nc(N2CCN(C(=O)[C@H]([C@@H](C)CC)n3cc([C@@H](N)CO)nn3)CC2)nc(N2CCN(C(=O)[C@H](Cc3cc4ccccc4[nH]3)n3cc([C@@H](N)Cc4ccc(O)cc4)nn3)CC2)n1 | -14 | 1 | -1 | 8.1 | 24* | -11 | 0.2 | -19 | 7
CCCCN1C(=O)NC(c2ccc(OC)cc2)C(C(=O)OCc2ccccc2)=C1C (stereo not given) | -1 | 0 | -9 | 4.9 | 7 | -10 | -0.1 | 12 | 2
CS(=O)(=O)N(CC(=O)Nc1cccc(Cl)c1)c1ccccc1Cl | -2 | 1 | 2 | 0.4 | 1 | 8 | 0.0 | 0 | -1
COCCNC(=O)Cc1c(C)c2c(cc(C)c3c(C(C)(C)C)coc32)oc1=O | -3 | 1 | 6 | 2.0 | -1 | 6 | -0.4 | 4 | 1
CCOc1ccc(C2C(C#N)=C(N)N(N(C)C)C3=C2C(=O)CCC3)cc1 (stereo not given) | 19 | -1 | 1 | 2.9 | -1 | 12 | 0.0 | -2 | -3

Arranged by value in JMJD2C inh (falling): three from the list above
Molecule	JMJD2C inh	TPT1 inh	procasp3 activ	PP5 inh	Efflux pump mplx	HCV core dimer
COc1cc(C(=O)NC(C)c2cccc3ccccc23)cc(OC)c1OC (stereo not given)	13	-1	-2	2.3	-0.1	3
CC1CCN(CCCNC(=O)c2cn(C)c3ccc(S(=O)(=O)N4CCCC4)cc3c2=O)CC1	1	0	-1	-1.1	0.0	2
CC(=O)Nc1cc2nc(C)n(Cc3ccc([N+](=O)[O-])cc3)c2nc1C	-6	0	5	2.9	0.0	5

Carrying on:
SMILES | JMJD2C inh | TPT1 inh | procasp3 activ | PP5 inh | PP1 inh | proCasp7 act | Efflux pump mplx | HCV core dimer | Fh CTSL1 inh
COC(=O)c1ccc(C)c(NC(=O)CCc2ccc(OC)c(OC)c2)c1 | -1 | 1 | -2 | -0.2 | 5 | 2 | 0.1 | -4 | -1
COc1cc(/C=C/C(=O)N2c3ccccc3Sc3ccc(C(F)(F)F)cc32)cc(OC)c1OC | -5 | -2 | 3 | 5.4 | -1 | -5 | -0.5 | 1 | -5
CC(c1ccccc1)N(C)CC(=O)NC(=O)NCCC1=CCCCC1 (stereo not given) | -7 | · | -1 | 3.0 | 2 | 0 | -0.1 | · | ·
N#Cc1cc2nc(O)c(O)nc2cc1[N+](=O)[O-] | · | 1 | 0 | 1.3 | -1 | -11 | 0.0 | 12 | 5
O=C(c1cccs1)N1CCCC(c2nc3c(nnn3Cc3c(Cl)cccc3Cl)c(=O)[nH]2)C1 (stereo not given) | 10 | -3 | 3 | 0.9 | 5 | 12 | 0.1 | 19 | -4
COc1ccc(N2C(=O)c3ccccc3C2O)cc1 (stereo not given) | 23 | 0 | 6 | 0.1 | 1 | 8 | 0.0 | -9 | 2
Cc1cccc(CNC(=O)c2ccc3c(c2)N(C)CCS3)c1 | 0 | -1 | -6 | 2.6 | 1 | 1 | 0.0 | -1 | 0
CN(C)CC/C=C1\c2ccccc2Sc2ccc(Cl)cc21 | -25 | 1 | -9 | 2.3 | 2 | -26 | -0.1 | -8 | 1
S=C(NCCCN1CCOCC1)Nc1ccc(Cl)c(Cl)c1 | -9 | -2 | 1 | 3.1 | -3 | 3 | 0.0 | -5 | 0
Cc1ccc(-n2nnc3c(=O)n(CC(=O)OCc4ccccc4)cnc32)cc1 | 0 | -7 | 10 | -0.5 | 2 | 0 | -0.2 | 3 | 1
COc1cc(/C=N/NC(=O)c2ccncc2)ccc1OC(=O)c1ccco1 | -13 | 1 | 2 | 3.3 | 0 | 4 | 0.1 | -7 | -1
Cc1ccc(C)c(NC(=O)c2sc(Cl)nc2C)c1 | 0 | -1 | -7 | 0.7 | -3 | 19 | -0.2 | -2 | -2
NC(=O)c1nnsc1Sc1c(C(N)=O)nnn1-c1cccc(N)c1 | 42 | 0 | -6 | -0.3 | 9 | 2 | -0.1 | 0 | -4
CCn1c(-c2cccs2)nc2ccccc21 | -7 | 3 | 2 | -2.0 | -3 | 1 | 0.2 | 2 | 1
Cc1cc(N(C(=O)c2ccco2)C(C(=O)NC2CCCCC2)c2ccccc2)ccc1-n1cnnn1 (stereo not given) | 89 | 2 | -7 | 2.9 | -1 | -1 | 0.0 | -8 | 11
NS(=O)(=O)c1ccc(N/N=C2/CCCc3ccccc32)c([N+](=O)[O-])c1 | -7 | 0 | 7 | 1.8 | 0 | -5 | -0.1 | 6 | -1
CCN(CC)CCNCC(=O)N1c2ccccc2CCc2ccc(NC(=O)OC)cc21 | -4 | -1 | 9 | 2.9 | 0 | 1 | -0.1 | -4 | 1
CC[C@H](C)[C@H](NC(=O)c1ccccc1)C(=O)NC(CC(=O)O)c1ccc(F)cc1 (stereo not given in full) | 4 | 0 | 2 | -0.2 | 1 | 9 | 0.1 | 0 | 3
COc1ccc(N2C(=O)C3CCCN3C2c2ccc(C)cc2)cc1 (stereo not given) | -3 | -1 | -1 | 0.8 | -2 | 10 | -0.1 | 0 | -28
COc1ccc(-n2nc3cc(C)c(N)c(Br)c3n2)cc1 | -7 | 1 | 7 | 0.1 | -5 | 5 | 0.1 | 0 | 2
COc1ccc(N(CC(=O)Nc2cc([N+](=O)[O-])ccc2C)S(C)(=O)=O)cc1OC | 4 | 2 | 3 | -0.6 | -2 | 7 | -0.2 | 3 | -1
CCCCNC(=O)NC(C(=O)OC)C12CC3CC(CC(C3)C1)C2 (stereo not given) | -1 | -4 | 4 | 1.7 | -2 | -11 | -0.2 | -2 | -1
CC(=O)N(C(C)=O)c1ncnc2c1c(-c1ccc(Cl)cc1)nn2C(C)(C)C | 0 | -3 | -1 | 0.3 | -4 | 2 | 0.0 | 10 | 6
CC(C)(C)c1ccccc1OCCCCCNCCO | -18 | -2 | 5 | 0.3 | -2 | 2 | -0.1 | 0 | -6
CCOC(=O)c1[nH]c(C)c(CC(C)C)c1C | -4 | 2 | 2 | 3.6 | 5 | 5 | 0.2 | 2 | -1
Cc1sc2ncnc(NCCN3CCOCC3)c2c1C | -8 | 2 | 1 | 1.9 | -4 | 16 | 0.0 | -2 | -2
C=C(C)CSc1nc2sc3c(c2c(=O)n1C1CCCCC1)CCN(C)C3 | 8 | 19 | -1 | -0.2 | 5 | -8 | 0.3 | 4 | -4
COCCN(C(=O)CCC(=O)Nc1nccs1)C(C(=O)NCCC(C)C)c1ccc(OC)cc1 (stereo not given) | 1 | -7 | 3 | 0.2 | 2 | 12 | -0.1 | -2 | -1

Looked up above.
O=C1c2cccnc2C(=O)N1Cc1ccc(S(=O)(=O)N2CCOc3ccc(Cl)cc32)cc1 @ Efflux pump mplx = 0.1
COc1cc(/C=N/NC(=O)c2ccncc2)ccc1OC(=O)c1ccco1 @ TPT1 inh = 1

Assay outcomes deposited in PubChem by several laboratories.

Random draw from the library, and some 2.9% of all compounds hit somewhere here.
